Y pestis TopoI: Yersinia pestis topoisomerase I inhibitors, primary screen, biochemical, cleavage product accumulation, plate reader, single point. DNA topoisomerase I (Yersinia pestis CO92). Y. pestis Topo-I cleavage product accumulation. activity, % at 10 µM. actives 0.064% (n = 360,000). AID 504884, 2011; in the data active = activity above about 50%, passing the limit was not always enough; note: inactives centre near 2
PfHsp40 rescue: rescue of yeast from PfHsp40 toxicity, primary screen, S. cerevisiae, ATP luminescence; S. cerevisiae expressing PfHsp40, growth rescue; growth rescue, % at 12.5 µM; actives 0.68% (n = 340,000); AID 504582, 2011; in the data active = growth rescue above about 28%, passing the limit was not always enough;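 note: yeast W303a lacking pdr1 and pdr3 grown in galactose medium; growth measured after three days at 30 °C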
Mtb UGM inh: M. tuberculosis UGM enzyme inhibitors, primary screen, biochemical, fluorescence polarization, single point. UDP-galactopyranose mutase (Mycobacterium tuberculosis (strain ATCC 25618 / H37Rv)), …. purified UGM, fluorescence polarization probe displacement. inhibition, % at 10 µM. actives 0.06% (n = 320,000); in the data active = inhibition above about 10%, passing the limit was not always enough
Target sequence (P9WIQ1 whole entry, looked up): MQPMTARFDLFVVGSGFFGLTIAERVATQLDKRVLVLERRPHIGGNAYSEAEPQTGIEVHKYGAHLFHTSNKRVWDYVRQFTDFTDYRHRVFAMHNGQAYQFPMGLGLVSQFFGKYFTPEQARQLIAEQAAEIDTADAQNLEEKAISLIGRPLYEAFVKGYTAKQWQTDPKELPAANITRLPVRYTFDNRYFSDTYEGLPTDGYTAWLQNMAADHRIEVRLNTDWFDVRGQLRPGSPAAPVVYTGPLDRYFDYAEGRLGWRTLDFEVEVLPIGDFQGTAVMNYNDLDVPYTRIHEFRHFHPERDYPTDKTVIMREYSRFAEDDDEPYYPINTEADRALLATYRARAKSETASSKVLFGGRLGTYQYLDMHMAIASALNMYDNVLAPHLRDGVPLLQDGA
Mtb BioA inh: M. tuberculosis BioA enzyme inhibitors, primary screen, biochemical, plate reader, single point, HTS | inhibition, % at 9.99 µM | actives 0.096% (n = 360,000) | 7,8-diaminopelargonic acid synthase BioA (Mycobacterium tuberculosis) | purified M. tuberculosis BioA enzyme; in the data active = inhibition above about 40%
GDH-TPI inh: GDH-TPI coupling enzyme inhibitors, primary screen, artefact control for M. tuberculosis FBA inhibitor project, biochemical, absorbance, full deck; GDH-TPI coupled enzyme counterscreen, NADH absorbance; inhibition, % at 4.8 µM; actives 1.2% (n = 360,000); AID 588335, 2011; in the data active = inhibition above about 30%;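 note: 0% = DMSO wells and 100% = wells lacking the enzyme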
Vc quorum ag: inducers of Vibrio cholerae quorum light production without autoinducers, primary screen, BH1578 luxS cqsA deficient, single point; activation, % at 18.7 µM; actives 0.16% (n = 350,000); V. cholerae BH1578 lux reporter, luminescence, 6 h; in the data active = activation mostly above about 9.7%, no sharp cut-off; note: not every result past the cut was called active; inactives centre near 0; reference of the scale not given here
FadD28 FP inh: inhibitors of FadD28 bisubstrate probe binding, primary screen, biochemical, fluorescence polarization, single point. Mycobacterium tuberculosis FadD28 fatty-acid-AMP ligase. inhibition, % at 12.5 µM. actives 0.22% (n = 360,000). AID 588549, 2011; in the data active = inhibition above about 8.5%, passing the limit was not always enough
FBA Mtb inh: Mtb FBA enzyme inhibitors, primary screen, biochemical, fluorescence, strain H37Rv; inhibition, % at 1 µM; Fructose-bisphosphate aldolase (Mycobacterium tuberculosis (strain ATCC 25618 / H37Rv)), …; purified M. tuberculosis FBA, fluorescence read-out; actives 2.3% (n = 360,000); in the data active = inhibition above about 27%;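 note: 0% = vehicle and 100% = reference inhibitor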
Target sequence (P9WQA3 whole entry, looked up): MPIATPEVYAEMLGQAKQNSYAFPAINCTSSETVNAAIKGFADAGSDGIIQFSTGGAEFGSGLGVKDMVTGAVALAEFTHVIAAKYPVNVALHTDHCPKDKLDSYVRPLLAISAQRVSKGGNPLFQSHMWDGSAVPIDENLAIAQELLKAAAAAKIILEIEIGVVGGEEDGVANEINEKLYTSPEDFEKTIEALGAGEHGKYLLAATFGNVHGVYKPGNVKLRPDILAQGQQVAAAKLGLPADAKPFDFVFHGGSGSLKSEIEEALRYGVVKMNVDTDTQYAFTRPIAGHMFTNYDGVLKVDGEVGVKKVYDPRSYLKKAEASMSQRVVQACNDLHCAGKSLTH
TcdB inh: TcdB glycohydrolase inhibitors, primary screen, biochemical, single point, plate reader. Toxin B (Clostridioides difficile), P18177. actives 0.24% (n = 350,000). TcdB glycohydrolase enzymatic assay. AID 652162, 2013. inhibition, % at 9.99 µM; in the data active = inhibition above about 10%
An asterisk follows results filed as active; i = inactive; / = no result given; & = joins results of further samples.

SMILES	Y pestis TopoI	PfHsp40 rescue	Mtb UGM inh	Mtb BioA inh	GDH-TPI inh	Vc quorum ag	FadD28 FP inh	FBA Mtb inh	TcdB inh
O=C(c1ccc(S(=O)(=O)Nc2ccccc2)cc1)N1CCCC1	-10	0.2	-1.7	2.5	2	0.7	-3.4	-2	1.1
COc1ccc(Cl)c2sc(N(CCN(C)C)C(=O)C3=COCCO3)nc12	-7	1.6	/	1.4	9	-4.0	-1.5	-1	-0.6
COc1cccc(C(=O)Nc2ccc(C(=O)NCC(C)C)cc2)c1	-3	1.9	2.7	/	2	-0.1	-2.7	-1	1.4
CC(C)C(NC(=O)c1ccccc1NC(=O)c1ccccc1)C(=O)NNC(=O)c1ccncc1 (stereo not drawn)	0	0.1	2.3	-5.0	10	i	-1.7	2	0.4
Cc1ccc(NC(=O)N2CC2)cc1NC(=O)N1CC1	-9	-0.2	/	-0.9	-4	2.9	-3.0	-1	-1.5
O=C(NCc1nnc2c(C(F)(F)F)cc(Cl)cn12)C1CCCC1	-1	0.8	0.6	1.7	9	-0.1	-1.3	3	0.9
CC(C)(C)C1CCc2onc(C(=O)Nc3cnn(Cc4ccc(F)cc4)c3)c2C1 (stereo not drawn)	15	-0.7	-1.5	-2.1	13	-1.7	-3.5	-1	/
CC1CCN(C(=O)CSc2nc(N)c3c4c(sc3n2)CN(C)CC4)CC1	8	-0.7	/	3.1	11	1.0	-2.0	31*	/
COC(=O)CC1C(=O)NCCN1C(=S)NC(=O)C(c1ccccc1)c1ccccc1 (stereo not drawn)	3	0.9	0.4	/	-6	3.7	-1.0	7	1.4
COc1cccc(C(C(=O)NC(C)(C)C)N(CCc2ccccc2)C(=O)CCC(=O)Nc2cc(C)on2)c1OC (stereo not drawn)	15	0.9	1.1	0.7	-7	-4.0	-0.5	-1	1.0
COC(=O)c1c(NC(=O)c2cccc(S(=O)(=O)N3CCN(C)CC3)c2)sc(C)c1C	27	0.8	1.9	-1.5	11	-5.0	-4.1	3	0.7
Cc1cc(C)c2c(CN3CCOCC3)cc(=O)oc2c1	2	1.9	3.6	/	6	-0.4	0.0	-2	1.4
CC1CCCCC1NC(=O)C1CCN(S(=O)(=O)c2cccc3nonc23)CC1 (stereo not drawn)	8	-1.0	-1.5	-0.7	-5	-3.3	0.4	1	-0.6
CC(=NCCCn1ccnc1)c1c(C)[nH]n(-c2ccc([N+](=O)[O-])cc2)c1=O	2	-1.4	1.4	-0.4	10	-0.2	-4.1	-3	1.1
COc1ccc(C2C(C(=O)NCc3cccnc3)c3ccccc3C(=O)N2C)cc1OC (stereo not drawn)	-1	-2.6	0.3	/	5	i	-1.5	-5	/
Nc1nc(N2CCN(c3ccccn3)CC2)nc2ccccc12	-3	-0.3	0.8	-1.6	1	-0.8	-2.5	0	2.0
N#Cc1ccccc1CSc1nc(N)cc(N)n1	-9	-0.4	7.0	-1.4	8	-0.3	-3.4	-1	0.8
O=C(CCCNS(=O)(=O)c1ccccc1)NCc1ccco1	5	-0.7	0.3	-1.0	-11	0.4	-3.0	1	1.7
O=C(NCCCN1CCOCC1)c1ccc2c(c1)N(Cc1c(F)cccc1Cl)C(=O)CS2	7	-0.5	0.5	/	-4	-0.2	-0.7	2	-0.8
CCOC(=O)c1ccc(NC(=O)Cn2c(C)nc3c(sc(=S)n3CC)c2=O)cc1	0	-0.2	2.8	1.4	18	-0.3	0.4	2	-7.7
Cc1ccc(NC(=O)Cn2cccc2)cc1Cl	9	0.0	-0.1	0.7	-4	-0.2	-5.4	-3	0.6
CCN1C(=O)c2cccc3c(S(=O)(=O)Nc4ccncc4)ccc1c23	2	1.8	-2.0	5.1	17	-0.4	0.5	5	/
O=C(O)C1CCC(C(=O)O)SS1 (stereo not drawn)	9	-0.1	/	-0.6	-7	i	-3.0	-1	1.4
CCOc1ccc(Cl)cc1S(=O)(=O)N1CCC(C(=O)NC2CC2)CC1	2	-0.3	0.2	0.2	-10	i	-6.3	-1	1.7
CC1=C(C(=O)N(C)C)CC(CC(=O)NC2CCCC2)C(=O)N1CCCN1CCCC1=O (stereo not drawn)	-1	/	/	1.1	4	-0.6	-1.4	0	-0.3
NC(=O)C1CCN(C(=O)CC2(CC(=O)O)CCCC2)CC1	3	-1.0	-1.2	0.3	6	-0.1	0.7	6	0.3
C=CCNc1nc(NCc2ccccc2)c(C#N)c2c1CN(C)CC2	3	-0.3	0.8	2.2	14	/	-1.4	71*	/
COc1ccccc1OCCn1ccnc1	4	1.2	0.0	0.5	7	-0.4	-0.2	0	0.5
COc1ccc(S(=O)(=O)N2CCCCC2)cc1NC(=O)CN1C(=O)NC(C)(C2CC2)C1=O (stereo not drawn)	-5	-0.4	-0.8	1.6	3	-1.1	-2.6	-2	0.3
CCOC(=O)c1ccccc1NC(=O)COC(=O)C1CC(=O)N(c2ccc3c(c2)OCCO3)C1 (stereo not drawn)	13	-0.1	-0.1	-0.3	3	-1.6	-2.7	0	2.5
O=C(Nc1ccccc1)c1cc(C2COCCN2C(=O)CCCc2ccccc2)on1 (stereo not drawn)	17	/	/	1.0	-15	-0.7	-3.8	-1	2.3
Cc1nn(-c2ccccc2)c(C)c1C(=O)OCC(=O)NC(=O)NC1CCCCC1	28	0.5	-1.3	-0.2	7	i	-1.5	2	/
COc1cc(CNc2ccc3[nH]c(=O)[nH]c3c2)cc(Br)c1OCc1ccccc1F	1	-0.5	-1.1	-1.4	13	-0.1	-0.3	2	0.1
CC(C)n1c(O)c(N=NC(=O)C2COc3ccccc3O2)c2ccccc21 (stereo not drawn)	-1	1.7	-1.7	-3.8	9	-0.2	0.4	0	1.0
NC(=O)NC(=O)C(Nc1ccc(N2CCCCC2)cc1)c1ccccc1 (stereo not drawn)	3	-1.4	1.0	/	-1	-0.7	0.0	1	-1.6
CN(c1ccc(C(=O)Nc2ccccn2)cc1)S(=O)(=O)c1ccccc1	0	-1.1	-1.8	-1.5	4	-0.2	-1.3	2	5.7
Cc1ccc2oc(=O)c3cnn(CC(=O)N4CCCc5ccccc54)c3c2c1	-5	1.1	-0.1	-0.4	1	-0.6	-3.6	4	0.7
C[C@H](CO)N1C[C@H](C)[C@@H](CN(C)S(=O)(=O)c2ccccc2)Oc2c(NS(=O)(=O)c3cccs3)cccc2C1=O	4	1.4	0.7	-4.1&-2.6	-3	i	-1.8	2	-2.0&9.2
Cc1ccc(S(=O)(=O)N2[C@@H](c3ccc(Br)cc3)C(C(=O)O)=CC[C@H]2c2cccs2)cc1	18	3.6	/	2.1	8	-0.6	-8.1	0	0.2
[O-]C1=N/[N+](=C/c2ccccc2)CC1	1	-1.3	0.5	-0.6	8	-0.2	-2.2	0	-1.8
COC(=O)CCCC(=O)N(C)CC1CCCN(CCc2ccccc2C)C1 (stereo not drawn)	-15	-0.7	-1.8	-0.7	1	-0.6	-1.8	1	0.3
COc1ccc(OC)c(-n2c(-c3ccc(O)cc3O)n[nH]c2=S)c1	-9	1.3	0.1	0.2	-7	-0.3	-0.1	2	-0.9
Cc1nc([N+](=O)[O-])c(C(=O)OCc2cccc(Br)c2)n1C	15	1.1	1.5	3.6	-8	-0.4	-6.5	-1	0.6
CC#CCOC(=O)c1c(C)nc2sc3c(c2c1N)CCC(O)C3 (stereo not drawn)	10	14	-0.5	-1.7	13	i	0.4	1	-0.6
O=c1[nH]c(C(F)(F)F)nc2c1nc1n2CCC1	-1	/	/	-0.3	13	-5.3	-0.3	1	-1.4
COc1ccc(C(=O)NCC(=O)N2CCCCC2)cc1OC	10	-0.3	-3.6	/	0	i	-1.0	4	1.1
N#CC1=C(N)Oc2n[nH]c(-c3cccs3)c2C1c1ccoc1 (stereo not drawn)	-6	-1.8	0.7	-0.7	17	-0.3	1.8	-3	/
CCOC(=O)C(C)Sc1nnc(Cc2cc(=O)[nH]c(=O)[nH]2)n1-c1ccc(OCC)cc1 (stereo not drawn)	-3	-0.8	1.2	-0.4	-2	-0.3	-3.6	2	1.2
CC(C)C(c1nnnn1Cc1ccc2c(c1)OCO2)N1CCN(C)CC1 (stereo not drawn)	2	-0.6	2.3	1.7	-8	6.7	-1.6	0	/
Fc1ccccc1N1CCN(CC2CCCCC2)CC1	-1	-0.2	-0.8	-1.7	-7	i	-3.9	-2	0.5
Further entries:
SMILES	Y pestis TopoI	PfHsp40 rescue	Mtb UGM inh	Mtb BioA inh	GDH-TPI inh	Vc quorum ag	FadD28 FP inh	FBA Mtb inh	TcdB inh
CCc1noc(C)c1C(=O)OCC(=O)NC(=O)c1ccccc1OC	7	-0.6	-2.9	-1.2	7	-0.1	-0.4	2	2.3
CCc1cc(C(=O)N2CCN(c3ccccn3)CC2)sc1C	25	0.0	-1.4	2.4	5	0.3	0.5	-1	0.9
CN1CCN(C(=O)c2cc3c(s2)-c2ccccc2S(=O)(=O)C3)CC1	5	-0.8	2.6	2.6	19	-0.3	-0.5	-1	-2.3
CS(=O)(=O)c1ccc2nc(NC(=O)CCC(=O)c3cccs3)sc2c1	-1	0.4	2.2	-0.5	5	i	-2.1	-3	/
NCCC(=O)N1c2ccccc2Sc2ccccc21	-4	-0.3	-1.5	-3.3	10	-0.4	-1.4	4	-0.3
C/C(=C\C(=O)c1cccnc1)Nc1ccc(O)cc1	1	1.3	1.7	22	17	-0.3	-1.3	-1	/
Cc1cccc(Cn2nc(C(C)(C)C)cc2C(=O)N2CCOCC2)c1	0	1.4	-3.2	-0.7	-1	-1.5	0.5	-3	-0.1
O=C(O)Cc1sc(-c2ccc(C(=O)O)cc2)nc1-c1ccccc1	2	-0.1	-0.7	-0.9	9	-0.2	-1.0	37*	0.8
COCCN1C(=O)C(=O)/C(=C(/O)c2ccc(OC(C)C)cc2)C1c1cccnc1 (stereo not drawn)	6	-1.1	0.2	-0.5	21	-0.6	1.2	4	/
COc1ccc(OC)c(/C=N\NC(=O)c2c(C)nc3cc(C)ccn23)c1	-1	1.1	-1.1	-1.8	17	1.7	0.9	60*	1.7
C=C(C)CSc1nc(N)c2c3c(sc2n1)CCC3	-1	0.4	0.9	54*	-6	-0.3	-1.4	7	0.2
O=[N+]([O-])c1ccc(Cl)cc1CNc1ccc(F)c(F)c1	-1	-0.1	-2.9	/	6	-0.4	-1.4	1	/
